Mdm2 MdmX PPI = human Mdm2/MdmX binding inhibition; inhibition, % at 8 µM; SaOS-2 split-luciferase Mdm2/MdmX complementation, luminescence; O15151+Q00987; hit rate 3% among 330,000;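 active means inhibition of at least 50% at 8 µM in the primary screen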
Target sequence (O15151 whole entry, looked up): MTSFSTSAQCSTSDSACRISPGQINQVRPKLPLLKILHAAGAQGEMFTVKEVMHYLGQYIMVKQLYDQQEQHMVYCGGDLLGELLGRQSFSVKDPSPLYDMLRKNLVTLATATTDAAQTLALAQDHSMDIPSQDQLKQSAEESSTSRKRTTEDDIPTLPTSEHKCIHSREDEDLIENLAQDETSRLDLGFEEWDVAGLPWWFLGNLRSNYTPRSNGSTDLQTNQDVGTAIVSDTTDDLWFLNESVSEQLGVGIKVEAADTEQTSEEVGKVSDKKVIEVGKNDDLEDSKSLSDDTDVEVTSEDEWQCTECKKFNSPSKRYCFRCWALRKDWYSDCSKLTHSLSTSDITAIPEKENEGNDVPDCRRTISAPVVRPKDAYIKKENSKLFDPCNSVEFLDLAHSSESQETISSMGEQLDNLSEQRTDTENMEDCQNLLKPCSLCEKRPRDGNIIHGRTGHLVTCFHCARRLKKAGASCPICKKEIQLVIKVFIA
Target sequence (Q00987 whole entry, looked up): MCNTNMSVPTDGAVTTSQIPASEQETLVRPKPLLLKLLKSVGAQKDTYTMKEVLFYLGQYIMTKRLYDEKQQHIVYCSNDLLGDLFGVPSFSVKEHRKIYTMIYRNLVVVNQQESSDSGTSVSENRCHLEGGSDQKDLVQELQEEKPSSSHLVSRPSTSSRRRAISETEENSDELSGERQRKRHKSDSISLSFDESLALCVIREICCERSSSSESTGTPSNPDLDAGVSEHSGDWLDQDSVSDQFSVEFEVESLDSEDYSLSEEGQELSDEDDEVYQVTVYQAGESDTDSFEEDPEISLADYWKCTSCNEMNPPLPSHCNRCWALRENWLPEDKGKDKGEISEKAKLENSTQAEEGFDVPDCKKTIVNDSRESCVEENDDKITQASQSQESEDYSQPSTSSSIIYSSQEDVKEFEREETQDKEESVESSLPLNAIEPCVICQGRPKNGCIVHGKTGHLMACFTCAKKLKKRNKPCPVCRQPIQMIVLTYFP
APJ ag = activates the human apelin receptor APJ; P35414; hit rate 0.11% among 330,000; activation, % at 20 µM; CHO-K1 APJ PathHunter beta-arrestin, luminescence; 0% DMSO wells, 100% apelin;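 active means activation more than six SD over the plate average, tested at 20 µM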;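 further: 0% = DMSO alone and 100% = apelin-13 at 10 nM; some results filed as inactive read as strong as hits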
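Incubation: overnight seeding, 90 min compound at 25 °C, 1 h detection; test system: PathHunter CHO-K1 APJ (AGTRL-1) beta-arrestin reporter cells; amount: 1000 cells/well; doses: one dose, 20 µM compound, 1% DMSO; measured by: beta-gal luminescence; measure: agonist-driven arrestin binding to APJ; benchmarks: negative DMSO alone, positive Apelin-13 at 10 nM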
NR3A LBD binder = NR3A (human) ligand-binding domain modulation. NR3A LBD differential scanning fluorimetry, Tm shift; 0% = protein alone, 100% = glycine-bound protein. Tm shift relative to glycine control, % at 25 µM. hit rate 2.5% among 340,000;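 active means melting temperature shift of at least 10% of the positive control shift, at one fixed dose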
tim10-1 inh = tim10-1 yeast growth inhibition | S. cerevisiae tim10-1 ts strain growth, BacTiter-Glo, 24 h | inhibition, % at 20 µM | hit rate 2.2% among 330,000 | AID 463190;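 active means inhibition of at least 40%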;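 further: mutant grown at 25 °C; 0% = DMSO wells with yeast and 100% = wells holding no yeast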
NALP3 yeast inh = inhibitors of NALP3 inflammasome in yeast; inhibition, % at 10 µM; Yeast reconstituted NLRP3/ASC/caspase-1, beta-gal luminescence, 24 h; hit rate 0.39% among 330,000;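 active means inhibition of 50% or more; inactive means inhibition below 50%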;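 further: plate controls were induced DMSO wells for no effect and uninduced yeast grown without galactose for full effect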
CHOP UPR activ = apoptotic UPR (CHOP) activation | CHO-CHOP luciferase reporter, luminescence; percent of tunicamycin response over DMSO baseline | activation, % at 10 µM | hit rate 0.34% among 330,000 | AID 449763;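 active means at 10 µM dose, activation of 40% or more, normalized to positive control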;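 further: 100% = tunicamycin at 10 µg/mL and 0% = DMSO alone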
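Evaluation: % reporter activation, DMSO baseline versus tunicamycin full activation; System: CHO-CHOP luciferase reporter cell line; Input: 500 cells/well; Incubation: 6 h compound treatment, 37 °C; Measured by: Steady-Glo luciferase luminescence; Dosing: one dose, 10 µM in 0.5% DMSO; Buffer or medium: F12 medium, 10% FBS; Benchmarks: positive tunicamycin 10 µg/mL, negative DMSO alone.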
tim23-1 inh = tim23-1 yeast growth inhibition; hit rate 1.3% among 330,000; inhibition, % at 20 µM; S. cerevisiae tim23-1 growth, BacTiter-Glo luminescence, 24 h; AID 463212;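 active means growth inhibition of the mutant yeast at or above 50%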;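 further: temperature-sensitive mutant grown at 25 °C; plate controls were DMSO-treated mutant yeast for no effect and medium wells lacking yeast for full effect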
XBP1 UPR activ = adaptive UPR (XBP1) activation; CHO-XBP1 luciferase reporter, IRE1-XBP1 UPR activation, luminescence; percent of tunicamycin response, DMSO as zero; activation, % at 20 µM; hit rate 0.33% among 330,000; AID 463104;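 active means versus positive control, 20 µM dose yields 30% or more activation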;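 further: 100% = tunicamycin at 10 µg/mL and 0% = DMSO only wells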
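Material: CHO cell line with stable XBP1 luciferase reporter; schedule: 16-18 h cell attachment at 37 °C, then 6 h compound exposure; signal: glow luminescence from Steady-Glo reagent; medium: serum-containing F12 medium, 10% FBS; benchmarks: tunicamycin 10 µg/mL and vehicle-only wells; read-out: percent activation relative to tunicamycin reference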
TIM10 inh = growth inhibitors of TIM10 yeast strain; inhibition, % at 10 µM; AID 463195; hit rate 1.4% among 330,000; S. cerevisiae TIM10 strain growth, BacTiter-Glo luminescence, 24 h;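 active means inhibition of 40% or more at the single tested concentration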;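 further: wild-type TIM10 isogenic control strain grown at permissive 25 °C; 0% = DMSO yeast wells and 100% = minimal medium wells without yeast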
An asterisk follows results filed as active; / = not tested or not shown. This is a random part of the collection; overall some 8.2% were active at least once.

SMILES	Mdm2 MdmX PPI	APJ ag	NR3A LBD binder	tim10-1 inh	NALP3 yeast inh	CHOP UPR activ	tim23-1 inh	XBP1 UPR activ	TIM10 inh
CN(C)S(=O)(=O)c1cccc(NC(=O)COc2ccc(S(=O)(=O)N3CCOCC3)cc2Cl)c1	14	-3	0	0	7	-1.7	4	1	-9
CCc1cc(=O)oc2cc(OCC=C(C)C)ccc12	-1	-4	-5	2	39	1.2	11	2	-6
O=C(c1cc(COc2ccc3ncccc3c2)on1)N1CCC[C@H]1CO	23	2	1	-2	3	2.6	7	-9	2
CCOc1nc(-c2ccccc2)ccc1-c1noc(-c2ccco2)n1	27	-7	-6	17	5	3.1	6	1	13
O=C(Cn1c(=O)n(-c2ccccc2)c(=O)n1CC(=O)N1CCCCC1)N1CCCCC1	-10	-1	1	0	-7	2.2	-2	2	-14
CCOC(=O)/C(C#N)=C/N1CCOCC1	5	0	1	4	-5	-0.3	3	0	3
O=C(Nc1cccc2cccnc12)c1ccccc1Br	4	1	1	8	3	1.8	6	1	14
Cc1c(NC(=O)C(C)Sc2ccc3ccccc3n2)c(=O)n(-c2ccccc2)n1C (stereo unspecified)	-3	-2	-1	-2	-4	0.7	7	-3	9
CCOC(=O)/C(C#N)=N/Nc1ccccc1C(=O)O	5	-1	1	-2	17	0.6	18	-1	8
CCOc1ccccc1NC1=NCC(=O)N1Cc1ccc(F)cc1	-1	-1	-1	36	-80	-1.2	12	0	25
Cc1ccc(S(=O)(=O)N2CCN(C(=O)CN3CCN(C)CC3)C2)cc1	-11	-2	-1	15	7	-2.1	15	-2	5
O=C(COC(=O)c1nc(Cl)ccc1Cl)NC1CCCCCC1	2	-2	0	28	29	-1.9	24	1	6
Cc1nc2ccc(S(=O)(=O)Nc3ccc(-c4nc5cccnc5s4)cc3)cc2s1	-14	-1	0	21	26	2.4	18	-1	14
CC(=O)Nc1ccc(NC(C)=O)s1	8	-2	1	4	19	-0.1	21	-3	2
S=c1[nH]nc(-c2ccccc2)n1/N=C/C=C/c1ccco1	8	1	0	37	7	1.6	36	0	15
CSCC[C@@H](C(=O)NCCCCCCCCCCC(=O)N1CCNCC1)n1cc(CCO)nn1	-27	3	-1	2	20	-0.1	10	0	0
N/C(=N\N=C\c1ccnc2ccccc12)SC1CC(=O)N(c2ccc(Br)cc2)C1=O (stereo unspecified)	26	-2	9	-15	18	-3.1	0	-6	-18
COc1cccc(CC(=O)Nc2cccc3ccccc23)c1	14	-1	1	-14	33	0.9	12	-2	-9
Cc1c(C#N)c(NC(=O)C(C)C)n(Cc2ccccc2)c1C	5	-4	-1	4	19	0.2	7	0	0
CC1(C)CC(=O)C(C=Nc2ccc(O)c(N=CC3=C(O)CC(C)(C)CC3=O)c2)=C(O)C1	19	0	1	23	19	5.2	-5	12	3
COc1ccc(-c2cn(-c3ccc(OC)cc3)c(=S)[nH]2)cc1	-26	-1	-5	29	-2	4.8	18	2	11
CCn1c(SC)nnc1-c1nnc(SC)n1CC	23	-6	2	-6	22	-0.3	0	2	-21
CCCN1C2CCCC1CC(NC(=S)Nc1cccc(C)c1C)C2 (stereo unspecified)	-9	-5	1	13	2	2.1	9	-3	5
CCOc1ccc(N(Cc2cc3cc(OC)ccc3[nH]c2=O)S(C)(=O)=O)cc1	14	-4	-2	11	12	-1.3	-18	2	8
Cc1ccc(S(=O)(=O)N2CCCCC2)cc1NC(=O)COC(=O)Cc1ccc(Cl)cc1	11	0	-7	16	15	3.6	1	1	12
CN(C)C=NC(=O)c1ccc([N+](=O)[O-])c(CS(=O)(=O)c2ccc(Cl)cc2)c1	5	3	13*	20	26	-0.1	21	-1	7
COc1ccc(N2CCN(C(=O)c3ccc(C)cc3Cl)CC2)cc1	15	2	1	16	23	0.6	24	-2	12
O=C(CCn1c2c(c3ccccc31)CCCC2)NNC(=O)c1ccc([N+](=O)[O-])cc1	45	3	2	27	15	-2.1	26	-2	3
Cc1ccc(CN2C(=O)CCC2C(=O)NC2CC2)cc1 (stereo unspecified)	2	-5	0	20	-3	-3.1	5	4	-9
COc1cc2ncnc(NCc3cccc(Cl)c3)c2cc1OC	41	-1	2	-49	-27	-0.9	12	-3	-16
Nc1ncnc2c1ncn2[C@@H]1O[C@H](CNS(=O)(=O)CCCCl)[C@@H](O)[C@H]1O	9	-3	-2	8	-2	1.2	23	-1	5
CCSc1ccc(C(=O)Nc2ccc(Br)cn2)cc1[N+](=O)[O-]	17	1	-2	1	24	-0.2	26	-1	-1
CCc1nc(C)cn1S(=O)(=O)c1cc(Cl)c(OC)cc1Cl	7	-3	-3	6	18	-0.1	14	4	15
CCCCN(C(=O)c1cc(-c2ccco2)nc2ccccc12)c1c(N)n(CCC)c(=O)[nH]c1=O	10	-2	-1	8	21	1.1	14	0	9
CCNc1nc(NC(C)C)nc(Oc2ccc(=O)n(C)n2)n1	26	-3	-1	3	14	0.0	-1	1	15
CN(CC(=O)Nc1ccccc1Cl)C(=O)c1cccc(S(=O)(=O)N2CCN(Cc3ccccc3)CC2)c1	20	1	1	23	9	8.3	13	-1	13
CC(C)[C@H](NC(=O)N1CCn2c1nc1ccccc12)C(=O)N[C@H](Cc1ccccc1)C(=O)O	10	-3	-2	-6	1	0.3	-7	-3	3
CCN(CCO)C(=O)c1ccc2nc(Cc3cccc(Cl)c3)oc2c1	17	-3	-1	7	10	-0.8	-1	-2	-3
N#CC1=C(SCc2ccccc2)NC(=O)C(C#N)C12CCCC2 (stereo unspecified)	10	-5	-4	18	8	0.5	6	1	6
CC1=C(C(=O)N(C)C)C(c2cccc(Cl)c2)NC(=O)N1 (stereo unspecified)	17	-3	-2	-3	0	-0.9	3	-2	4
COc1cccc(N2C(=NC(=O)CCC3CCCC3)SC3CS(=O)(=O)CC32)c1 (stereo unspecified)	-12	-3	2	9	11	-0.6	0	-2	6
CCCCNC(=S)N1CCn2cccc2C1c1ccc(F)cc1 (stereo unspecified)	25	-2	-3	44*	1	-1.9	-2	0	15
CN(C)C(=O)CSc1ccc(S(=O)(=O)N2CCCC2)cn1	18	-6	1	-2	4	0.0	-7	-1	-1
O=C(N/N=C/C1CC=CCC1)c1ccccc1O (stereo unspecified)	-3	-2	0	9	6	-0.4	12	2	4
COC(=O)C1CCN(S(=O)(=O)c2cc3c4c(c2)CCN4C(=O)CC3)CC1	-2	8	2	-20	8	1.0	-6	-2	-1
Cc1cc(=O)n2nc(N3CCCC(C(=O)NCc4ccccc4Br)C3)sc2n1 (stereo unspecified)	16	-6	0	16	12	1.3	12	-6	-5
CCOc1cc(S(=O)(=O)Nc2cc(C)cc(C)c2)ccc1Cl	28	-2	11*	28	33	-0.5	39	-1	26
CCC(=O)NC(=S)Nc1ccc(NC(=O)COc2ccc(Cl)cc2Cl)cc1	22	0	3	26	-2	1.3	13	14	34
CCC(=O)N1CCN(c2cc(NCC3CCCO3)c(F)cc2[N+](=O)[O-])CC1 (stereo unspecified)	-20	-6	1	10	2	-0.8	7	-2	-10
CCCCN1CC[C@H]2C=CC[C@@H](C(=O)NCc3ccc(OC)cc3)[C@H]2C1=O	27	-4	-1	2	25	0.6	19	-3	0

Next part; the last 5 above are carried over.
SMILES	Mdm2 MdmX PPI	APJ ag	NR3A LBD binder	tim10-1 inh	NALP3 yeast inh	CHOP UPR activ	tim23-1 inh	XBP1 UPR activ	TIM10 inh
Cc1cc(=O)n2nc(N3CCCC(C(=O)NCc4ccccc4Br)C3)sc2n1 (stereo unspecified)	16	-6	0	16	12	1.3	12	-6	-5
CCOc1cc(S(=O)(=O)Nc2cc(C)cc(C)c2)ccc1Cl	28	-2	11*	28	33	-0.5	39	-1	26
CCC(=O)NC(=S)Nc1ccc(NC(=O)COc2ccc(Cl)cc2Cl)cc1	22	0	3	26	-2	1.3	13	14	34
CCC(=O)N1CCN(c2cc(NCC3CCCO3)c(F)cc2[N+](=O)[O-])CC1 (stereo unspecified)	-20	-6	1	10	2	-0.8	7	-2	-10
CCCCN1CC[C@H]2C=CC[C@@H](C(=O)NCc3ccc(OC)cc3)[C@H]2C1=O	27	-4	-1	2	25	0.6	19	-3	0
Cc1ccc(S(=O)(=O)NC(=O)NCCCCNC(=O)NS(=O)(=O)c2ccc(C)cc2)cc1	-4	2	-1	12	8	-1.3	13	-2	-5
N#CC1=C(N2CCOCC2)/C(=C\c2ccccc2)CC1	26	-2	0	28	9	-1.4	22	-2	0
Cc1ccc(C(=O)COC(=O)c2ccc(Cl)c(N)c2)s1	25	-4	1	9	13	7.0	39	0	13
COCc1nnc(NC(=O)CCCCCN2C(=O)c3ccccc3C2=O)s1	13	-6	0	19	4	-0.7	4	-2	-9
CN(C(=O)COC(=O)CSc1ccc([N+](=O)[O-])cc1)c1ccccc1	10	1	4	8	11	-0.7	13	-1	12
Cc1cc(C)n2nc(C(=O)OCC(=O)NC(=O)c3ccccc3)nc2n1	20	-4	1	0	7	2.1	16	2	-7
CC1C/C(=C/c2ccncc2)C(=O)/C(=C/c2ccncc2)C1 (stereo unspecified)	99*	2	1	44*	28	36	-8	2	84*
Cc1cc(Br)ccc1NC(=S)Nc1cccc([N+](=O)[O-])c1	-16	-4	-3	13	6	2.4	8	-1	19
COc1cc([N+](=O)[O-])ccc1-c1ccc(/C=N/NC(=O)OC(C)(C)C)o1	17	7	-4	7	-16	6.5	-6	-1	7
CCO[C@H]1OC(C(=O)N2CCOCC2)=C[C@@H](c2ccc3c(c2)OCO3)[C@@H]1CCCO	-11	8	-2	-20	1	0.4	-5	-2	-1
O=C(Nc1cccc(F)c1)c1cc(S(=O)(=O)N2CCC3(CC2)OCCO3)ccc1F	23	-3	/	15	26	-1.5	25	-5	20
CC(C)c1ccc(NC(=O)C2CC2c2ccccc2)cc1 (stereo unspecified)	-49	-2	0	18	18	3.6	27	-2	19
CN1C(=O)C(C)(C)c2cc(S(=O)(=O)N(C)Cc3ccccc3)ccc21	33	-2	2	15	18	0.2	26	0	-2
Cc1ccc(C(=O)c2cc3c(cc2[N+](=O)[O-])OCCO3)cc1	-3	-1	1	32	-62	0.6	25	-1	16
CC(=O)c1ccc(OCC(=O)NC2CCCCCC2)cc1	-15	-2	-2	21	6	1.7	13	-4	6
O=C(N/C(=C\c1ccc([N+](=O)[O-])cc1)C(=O)N1CCCCC1)c1ccccc1Br	2	5	-3	19	8	-1.4	28	-2	0
CC1(C)CC(NC(=O)C(Cl)(Cl)Cl)CC(C)(C)N1	27	-1	-1	8	8	0.9	3	-2	5
CCN1CCc2c(C#N)c(N3CCCCC3)nc(N3CCOCC3)c2C1	4	-7	2	4	1	-0.8	7	2	8
C[C@H](NC(=O)C1CC(=O)N(c2ccc3c(c2)OCCO3)C1)C(=O)N1CCCCC1 (stereo partly specified)	3	-2	-1	-9	17	1.8	0	0	7
Cc1ccc(NC(=O)CSc2nnc(COc3ccccc3C)o2)cc1	4	0	2	7	-7	-1.1	7	-2	-1

From PubChem
